Vif inh: HIV Vif inhibition; AID 602346; inhibition, % at 7.49 µM; HEK293T cells, Vif self-association by quenched fluorescence, imaging, 24 h; actives 0.35% (n = 340,000); in the data active = inhibition above about 50%, passing the limit was not always enough; inconclusive = no clear call, values can overlap the other calls; inactive = below about 31%; also: some results filed as inactive read as strong as hits
Shn3 inh set2: Schnurri-3 reporter inhibition in Clone20 osteoblasts; Clone20 osteoblast Shn3 3'UTR firefly luciferase, 24 h; inhibition, % at 12.5 µM; actives 0.52% (n = 360,000); AID 588674;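 active = mean inhibition of at least 75% with every replicate also reaching 75%; inconclusive = mean inhibition at least 75% but some replicate below; inactive = mean inhibition below 75%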;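 also: 0% = median of neutral control wells and 100% = pilot-screen positive control compound; some compounds past the cut are filed as inactive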
NR2E3 ag-1: human photoreceptor-specific nuclear receptor agonism | Q9Y5X4 | CHO-S Gal4-NCOR/VP16-NR2E3 two-hybrid, luciferase | inhibition of corepressor binding, % at 3.98 µM | actives 0.35% (n = 360,000) | AID 602229;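 active = inhibition above the mean of all tested compounds plus 3 SD, cut at about 70% in these data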;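 also: 0% = DMSO with NR2E3 transfected cells and 100% = cells lacking NR2E3 construct; higher means lower luciferase signal from less NR2E3 corepressor binding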
Target sequence (Q9Y5X4 whole entry, looked up, the tested form may be a part): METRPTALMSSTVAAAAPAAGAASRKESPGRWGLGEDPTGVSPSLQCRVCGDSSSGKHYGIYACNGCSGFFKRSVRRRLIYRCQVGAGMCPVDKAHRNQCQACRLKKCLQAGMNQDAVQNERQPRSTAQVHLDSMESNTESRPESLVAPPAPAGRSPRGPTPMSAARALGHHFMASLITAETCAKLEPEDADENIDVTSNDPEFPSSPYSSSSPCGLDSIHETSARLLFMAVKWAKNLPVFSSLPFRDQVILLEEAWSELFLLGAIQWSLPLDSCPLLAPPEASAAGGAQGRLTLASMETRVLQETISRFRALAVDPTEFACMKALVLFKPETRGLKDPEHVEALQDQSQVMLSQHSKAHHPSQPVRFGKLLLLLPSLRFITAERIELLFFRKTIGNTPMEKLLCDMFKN
CaV13 ICDI inh: Disruptors of the CACNA1D IQ motif to Ca2+-dependent inactivation inhibitor domain association, primary screening, Förster resonance energy transfer in intact living … | inhibition, % at 12.3 µM | AID 743397 | actives 0.098% (n = 340,000) | HEK cells, CFP/YFP FRET ICDI-IQ, plate reader, 10 min; percent FRET-ratio fall versus neutral wells;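 active = mean replicate inhibition of at least 30% and at least 1% of replicates passing that level; inconclusive = only one of the two criteria is met; inactive = neither criterion is met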;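 also: 0% = median of the neutral control wells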
KKLEB cytotox: reduces viability of KKLEB cystic fibrosis airway cells; KKLEB CF airway cells viability, ATPlite luminescence, overnight; hits give low values; cells stimulated with P. aeruginosa culture filtrate; AID 602141; activity change (cytotoxicity), % at 5 µM; actives 0.36% (n = 360,000);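 active = corrected activity change at or below -50% at 5 µM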
NR2E3 ag-2: NR2E3 (human) agonism | Q9Y5X4 | GST-NR2E3/biotin-RetCOR TR-FRET, 1536-well | inhibition of corepressor binding, % at 4.78 µM | AID 2300 | actives 0.12% (n = 320,000);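 active = percent inhibition above the cutoff of mean plus 3 SD of all tested compounds, set per screening campaign, cut at about 20% in these data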;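 also: 0% = DMSO wells and 100% = biotin wells as full block of FRET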
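System: GST-tagged NR2E3 plus biotinylated RetCOR corepressor; Buffer or medium: pH 7.5 Tris-based buffer; Probe or stimulus: RetCOR corepressor, biotinylated, 7 nM; Doses: compound at 4.8 µM, single dose; Schedule: 5 h incubation at 4 °C; Technique: time-resolved FRET; Evaluation: percent inhibition of TR-FRET ratio; Replication: one well per compound, singlicate testing.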
CF NFkB inh: inhibitors of cystic fibrosis induced NF-kB. actives 0.86% (n = 360,000). AID 588850. inhibition, % at 5 µM. KKLEB NF-kB-GFP reporter, PAF-induced, GFP fluorescence overnight;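 active = at least 50% inhibition at 5 µM, scaled per plate between neutral and stimulator controls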;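 also: PAF is a Pseudomonas aeruginosa culture filtrate used as stimulus; plate controls were PAF-stimulated DMSO wells for no effect and unstimulated DMSO wells for full effect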
TRPM1 prom inh: MITF TRPM1 promoter inhibition in SK-MEL-5 cells; AID 488899; SK-MEL-5 TRPM1 promoter luciferase, 24 h; actives 0.83% (n = 330,000); inhibition, % at 12.5 µM;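 active = mean inhibition across replicates of 60% or more, whatever share of single replicates reaches that level; inconclusive = some that reach 60%, reason not given; inactive = mean inhibition across replicates below 60%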; also: values of inactives mirror those of a sister screen read the other way
PDI inh: PDI (human) enzyme inhibition | P07237 | inhibition, % at 10 µM | actives 0.052% (n = 350,000) | PDI insulin aggregation turbidity, A650, 90 min | AID 588391;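 active = mean inhibition across replicates of 30% or more, whatever share of single replicates reach that level; inconclusive = mean inhibition below 30% while every single replicate reaches 30%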;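 also: absorbance from insulin aggregation driven by PDI reduction with DTT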
Target sequence (P07237 whole entry, looked up): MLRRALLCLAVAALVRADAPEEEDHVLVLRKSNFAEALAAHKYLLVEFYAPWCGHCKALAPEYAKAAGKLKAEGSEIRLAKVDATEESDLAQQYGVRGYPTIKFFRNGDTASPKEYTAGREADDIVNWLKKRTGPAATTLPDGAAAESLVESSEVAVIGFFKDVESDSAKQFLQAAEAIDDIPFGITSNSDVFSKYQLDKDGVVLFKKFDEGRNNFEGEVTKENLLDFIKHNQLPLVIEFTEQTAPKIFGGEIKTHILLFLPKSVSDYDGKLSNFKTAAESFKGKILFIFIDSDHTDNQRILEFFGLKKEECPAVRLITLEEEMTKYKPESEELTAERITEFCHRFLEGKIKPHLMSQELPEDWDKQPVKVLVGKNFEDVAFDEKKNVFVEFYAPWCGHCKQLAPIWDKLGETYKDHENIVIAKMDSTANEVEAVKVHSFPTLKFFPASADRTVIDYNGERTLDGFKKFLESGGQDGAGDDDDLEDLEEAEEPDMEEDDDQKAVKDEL
Peg3 promoter: Peg3 promoter activity inhibition; AID 588405; actives 1.7% (n = 360,000); inhibition, % at 20 µM; HeLa PEG-Prom luciferase reporter, luminescence, overnight;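 active = inhibition of at least 50% at 20 µM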
HIF-2a block: HIF-2a inhibition; AID 624352; actives 0.72% (n = 360,000); inhibition, % at 18.8 µM; 786-0 RCC cells HIF-2a reporter, luciferase luminescence, overnight;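 active = inhibition of the luminescence signal of 40% or more relative to plate controls, in a single-dose primary screen at 18.75 µM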
The depositor's hits bear a star; ? = inconclusive; / = not tested or not shown.

Each structure is followed by: CF NFkB inh	CaV13 ICDI inh	Vif inh	Peg3 promoter	Shn3 inh set2	NR2E3 ag-1	PDI inh	KKLEB cytotox	NR2E3 ag-2	HIF-2a block	TRPM1 prom inh
- Cc1ccsc1C(=O)N(c1nc2ccccc2s1)c1c(C)cccc1C
  22	-8	-5	31	-12	19	3	-11	1	-5	8
- CCNc1nc(NCC)n2c(SCC(=O)c3ccc(C(C)C)cc3)nnc2n1
  -19	-3	-3	11	4	-27	-8	14	1	14	4
- O=Nc1c2nc3ccccc3n(O)c-2c2ccccc12
  -161	/	-1	-139	-34	-32	0	21	-1	-256	-38
- NCCc1nnc(SCC(N)=O)o1
  -6	-5	-20	10	-17	10	6	-2	2	16	-2
- Cc1c(C(C)C)c(=O)n(-c2ccc(S(=O)(=O)NCc3ccccc3)cc2)n1C
  1	-7	-14	18	83*	81*	2	0	1	0	22
- Cc1ccc(S(=O)(=O)Nc2cc(C(=O)O)ccc2N2CCCCC2)cc1
  -6	-7	/	8	-2	6	14	0	8	7	-4
- COc1ccc(NC(=O)C2(C)CCCN2C(=O)C(C)C)cc1OC (configuration not stated)
  8	-6	2	-16	-23	-12	3	5	/	13	/
- O=C(NNS(=O)(=O)c1ccc(F)cc1)c1ccccc1F
  12	-3	-1	20	12	-45	1	6	6	13	4
- Cc1cccc(OCc2nnc(SCC(=O)N3c4ccccc4Sc4ccc(Cl)cc43)o2)c1
  19	-3	22	14	19	0	2	-8	0	19	-1
- CCn1c(SCC(=O)N/N=C/c2cc(OC)c(OC)c(OC)c2)nc2ccccc21
  -8	-5	-12	23	3	-47	1	10	-4	4	13
- CC1Cc2ccccc2N1C(=O)c1ccc2snnc2c1 (configuration not stated)
  6	-9	-8	-17	-10	-6	0	-3	-3	7	8
- CCc1ccccc1NC(=O)CNC(=O)c1cccc(S(=O)(=O)N2CCN(Cc3ccccc3)CC2)c1
  -29	-15	-11	31	32	21	-3	-10	1	15	-1
- O=C(CSc1nc2c(oc3ccccc32)c(=O)n1CC1CCCO1)NCc1ccccc1 (configuration not stated)
  -24	-6	-18	17	5	1	-2	-2	1	10	-2
- Cc1ccc(OCCn2c(C3CC(=O)N(Cc4ccccc4)C3)nc3ccccc32)cc1 (configuration not stated)
  -18	-7	-6	2	21	-6	/	0	2	20	0
- CC(NS(=O)(=O)c1ccc2ccccc2c1)c1ccccn1 (configuration not stated)
  -15	-5	0	-1	8	4	-15	-8	/	14	-3
- Cc1onc(-c2c(F)cccc2Cl)c1C(=O)c1ccccc1O
  18	-15	-5	37	0	9	7	-17	2	23	5
- Cc1cccc(C(C)C)c1NC(=O)CSc1nncn1C
  14	-7	/	10	-35	-21	-6	-3	-3	13	6
- CCOc1cc(NC(=O)c2ccco2)c(OCC)cc1NC(=O)CCc1ccccc1OC
  11	-1	3	18	27	-22	5	-6	1	0	10
- COc1ccc([N+](=O)[O-])cc1NC(=O)COC(=O)c1ccccn1
  7	-2	-1	21	10	-11	-15	-3	3	11	8
- CCc1cccc(CC)c1-n1c(SCc2cc(=O)n3ccsc3n2)nnc1-c1cccnc1
  2	-8	/	30	2	28	-6	15	2	-12	-11
- O=C(NCCc1ccccc1)C1CCN(S(=O)(=O)c2cccs2)CC1
  15	/	7	-2	-13	6	6	-7	-1	-3	1
- COc1ccc(CCNC(=O)Cn2c(=O)n(Cc3ccco3)c(=O)c3ccc(Cl)cc32)cc1OC
  -5	/	8	-7	-4	-2	-2	0	/	10	10
- NC(=O)NN=C1CCN2CCCc3cccc1c32
  2	-6	-8	6	7	-29	8	-15	/	10	/
- O=C(Nc1nc(-c2cccc3ccccc23)cs1)c1ccc2c(c1)S(=O)(=O)c1ccccc1C2=O
  2	-7	10	-97	-3	-10	-2	-9	-1	-186	63*
- CC(=C1C(=O)c2ccccc2C1=O)N1CCN(C/C=C/c2ccccc2)CC1
  4	-5	2	5	-4	-17	7	1	0	-9	10
- Cc1ccc(/C=N/Nc2nnc(Cc3ccccc3)c(=O)[nH]2)o1
  4	-3	6	4	-9	6	-2	-3	1	-2	-1
- COc1cccc(NC(=O)Cn2c(=O)n(CCC(=O)NCc3ccco3)c(=O)c3ccccc32)c1
  7	4	-4	12	4	2	-13	11	-1	7	-7
- Cn1c(N)c(C(=O)COC(=O)Cc2ccc(Br)cc2)c(=O)n(C)c1=O
  16	-7	9	11	-15	5	-6	7	/	9	-5
- COc1ccc(NC(=O)N(CCCN(C)C)Cc2cc3cc(OC)ccc3[nH]c2=O)cc1
  2	-1	-15	-17	4	-6	-3	-10	3	0	-11
- O=S(=O)(NC1CCCCCC1)c1ccc(Br)s1
  5	-5	-8	28	5	-7	-8	5	2	13	0
- c1ccc(COc2ncnc3c2ncn3CCCNCc2cccs2)cc1
  -3	-5	9	-60	-23	-16	1	7	/	-42	/
- COc1ccc(CNC(=O)C(c2ccco2)N(C(=O)c2ccccn2)c2ccccc2)cc1 (configuration not stated)
  -3	-4	0	3	3	3	6	10	6	-8	-2
- O=C(O)C1CCCN1c1nc(Cl)ccc1[N+](=O)[O-] (configuration not stated)
  -14	-9	13	10	7	0	6	24	/	3	/
- NC(=O)c1nc2c([nH]c1=O)CCCC2
  -7	-7	13	-23	2	-15	-8	19	/	-3	/
- N#Cc1ccsc1NC(=O)c1cccc(-n2cnnn2)c1
  3	-3	-2	-19	-11	-20	-2	-6	3	-8	-10
- Cc1ccc(NC(=O)CC2S/C(=N/N=C/c3c[nH]c4ccccc34)NC2=O)cc1 (configuration not stated)
  -6	-9	7	-3	-17	15	13	-1	3	-10	0
- C=CCn1c(C)cc(-c2csc(NC)n2)c1C
  19	-22	-1	-8	-14	6	4	0	/	17	1
- Cc1cccc(C)c1NC(=O)N1CCCC1C(=O)Nc1ccc(-n2cnnn2)cc1 (configuration not stated)
  -6	-3	-8	-3	-3	0	4	11	2	7	2
- COc1ccc(N(C(C)=O)S(=O)(=O)c2cccs2)cc1
  -11	/	4	2	3	3	2	3	0	5	-4
- COCC(=O)Nc1cc(C)cn(Cc2ccccc2Cl)c1=O
  -2	-6	-1	-9	-43	-42	-45	4	-3	-61	13
- CCOc1ccc(NC(=O)CCN2CCN(S(=O)(=O)c3ccc(OC)cc3)CC2)cc1
  -18	/	-7	13	7	-1	10	4	1	9	-7
- O=C1CN=C(Nc2ccccc2Cl)N1c1ccccc1
  -10	-5	-3	11	0	-2	-3	1	2	13	5
- Cc1ccc(C(=O)N2CCN(c3cnn(C)c(=O)c3Cl)CC2)cc1
  16	-5	/	4	-5	8	8	-16	0	19	7
- CCC1S/C(=C(\C#N)C(N)=O)N(c2ccc(F)cc2)C1=O (configuration not stated)
  3	-7	4	-1	5	-10	9	4	-7	8	-10
- CCOc1ccc(NC(=O)CSc2ccc(-c3ccco3)nn2)cc1
  16	/	-5	-79	-14	-55	-1	-8	12	-27	-2
- Fc1ccc(N2N=C(c3cccs3)CC2c2ccco2)c(F)c1 (configuration not stated)
  0	-4	24	3	20	-10	-17	-10	4	1	4
- CC(=O)Oc1ccccc1C(=O)C=Cc1cccc([N+](=O)[O-])c1
  80*	-6	4	99*	56	-19	?	-41	/	89*	93*
- COc1cc(C2OCC3C(c4ccc(OC5OC(CO)C(O)C(O)C5O)c(OC)c4)OCC23)ccc1O (configuration not stated)
  22	/	5	4	1	6	/	-6	2	7	/
- CCC(=O)N(Cc1ccc(C)cc1)Cc1cc2cc3c(cc2[nH]c1=O)OCO3
  -3	-8	10	5	5	32	2	-7	2	15	4
- CC(C)(C)CC(C)(C)NCC(O)COCCOc1ccc(Br)cc1 (configuration not stated)
  24	-18	5	103*	-9	7	0	-8	1	-1	86*
- O=C(CSc1ccc(Cl)cc1)NCc1ccco1
  -2	-6	4	-43	-16	10	-10	2	0	-50	/
- CCn1cc(C(=O)N2CCN(c3ccccn3)CC2)c(=O)c2cc(S(=O)(=O)N(C)C3CCCCC3)ccc21
  -1	1	-4	9	13	-19	1	-9	1	14	-7
- CCCCN1CCCCC1C(=O)Nc1c(C)cc(C)cc1C (configuration not stated)
  10	-5	10	-14	8	6	2	-2	0	4	-3
- COc1ccccc1NS(=O)(=O)c1ccc(NN=C2CCCC2)c([N+](=O)[O-])c1
  3	-14	-6	21	47	64	2	10	1	9	5
- O=C(N/N=C/C(Br)=C/c1ccccc1)c1cc(-c2ccco2)[nH]n1
  17	-18	3	-12	63	-14	4	-11	-5	-17	14
- CN(C)c1ccc(/C=C2\c3ccccc3C(=O)N2c2ccccc2)cn1
  2	-21	1	-4	-25	-110	-1	-7	/	-65	/

Source: PubChem BioAssay
